Tau fibril ThT = tau fibrillization inhibition (ThT binding); recombinant tau K18 P301L (four-repeat tau fragment), heparin-induced fibrillization, ThT fluorescence; Potency, µM (series often up to 57.4 µM), without a hit: at the top dose activity, negative = inhibition, actives largely listed as inhibitors; 270,000 tested, 2.1% active; P10636; note: nearly all actives have a fitted effect of over 55% in size
Target sequence (P10636 561-689 P618L limits assumed): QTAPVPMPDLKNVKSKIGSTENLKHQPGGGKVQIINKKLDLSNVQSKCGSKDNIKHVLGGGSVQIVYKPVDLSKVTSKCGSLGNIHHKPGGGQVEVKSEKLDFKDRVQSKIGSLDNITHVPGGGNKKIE
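In this qHTS, human K18 P301L tau is incubated with compound and heparin for 6 hr at 37 C, and Thioflavin T fluorescence then reports fibril load.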
Tau fibril FP = blocks human tau fibril formation measured by polarization; P10636; K18 P301L tau heparin fibrillization, Alexa594 FP, 6 h; Potency, µM (highest dose often 57.7 µM), inactives show at the highest dose activity, negative = inhibition, hits mostly inhibitors; 280,000 tested, 0.39% active; note: nearly all actives have a fitted effect of over 55% in size
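Compound effects on tau fibrillization are measured by Alexa 594 fluorescence polarization (ex 555, em 632 nm). K18 P301L tau is used at 15 uM with 0.24 uM labeled tracer, and 20 uM heparin induces aggregation over 6 hr at 37 C.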
L3MBTL1 inh = inhibitors of human L3MBTL1; AlphaScreen L3MBTL1–H3K9me1 peptide binding; Potency, µM (titrated, usually from 57.1 µM), for inactives: at the highest dose activity, negative = inhibition, usual class: inhibitors; 230,000 tested, 0.66% active; AID 485360; note: nearly all actives have a fitted effect of over 60% in size
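First, the protein-peptide complex forms for 30 min at room temperature (L3MBTL1 50 nM, biotinylated H3K9me1 peptide 75 nM). Next, compounds are pin-transferred and incubated 30 min. Finally, AlphaScreen beads are added and read after 30 min.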
JMJD2E inh = inhibitors of human JMJD2E histone demethylase. B2RXH2. JMJD2E catalytic domain, FDH-coupled NADH fluorescence (FDH is formaldehyde dehydrogenase). Potency, µM (top dose mostly 57.1 µM), inactives show at the highest dose activity change, negative = inhibition, most hits filed as inhibitors. 230,000 tested, 1.6% active; active = well fitted inhibition curve with a large enough effect, not every such curve was filed as active; inconclusive = small, poorly fitted or top-dose-only effect, or another doubt; inactive = no such curve, though single readings can be large or run the other way;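 note: 0% = wells with enzyme and -100% = buffer wells without enzyme; nearly all actives have a fitted effect of over 50% in size; many of its hits are not listed in these tables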
Target sequence (B2RXH2 1-337 limits assumed): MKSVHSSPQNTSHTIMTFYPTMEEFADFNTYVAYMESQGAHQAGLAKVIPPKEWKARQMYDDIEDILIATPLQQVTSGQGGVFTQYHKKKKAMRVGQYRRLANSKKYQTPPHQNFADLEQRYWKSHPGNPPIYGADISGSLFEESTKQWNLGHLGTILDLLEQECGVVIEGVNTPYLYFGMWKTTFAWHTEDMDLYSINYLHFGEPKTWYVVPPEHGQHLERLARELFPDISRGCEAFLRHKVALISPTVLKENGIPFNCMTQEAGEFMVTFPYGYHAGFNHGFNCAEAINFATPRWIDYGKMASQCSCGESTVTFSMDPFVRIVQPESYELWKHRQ
TRb-SRC2 inh = TRbeta-SRC2 interaction inhibition | P10828 | 280,000 tested, 0.065% active | TRbeta-SRC2 peptide binding, fluorescence polarization; receptor liganded with 1 µM T3 | Potency, µM (top dose mostly 106 µM), for inactives: at the highest dose activity change, negative = inhibition, most hits filed as inhibitors;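 note: plate controls were bound peptide for no effect and peptide without receptor for full effect; nearly all actives have a fitted effect of over 50% in size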
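Human TRb LBD (0.6 uM) plus Texas Red-labeled SRC2 peptide (20 nM), 1uM T3, 5% DMSO, 5 hr at ambient temperature. Decreased polarization (555/632 nm) flags inhibition; data normalized to free and bound peptide controls.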
RECQ1 inh = blocks DNA unwinding by human RECQ1; AID 2549; Potency, µM (highest dose often 57.3 µM), for the others: at the highest dose activity, negative = inhibition, hits mostly inhibitors; 240,000 tested, 0.54% active; RECQ1 DNA unwinding, red fluorescence kinetic read; P46063;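 note: plate controls were vehicle for no effect and no enzyme for full effect; nearly all actives have a fitted effect of over 30% in size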
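50 nM RECQ1T1 preincubated 15 min with compound in Tris pH 8.0 buffer with MgCl2, DTT, Tween-20 and 2.5 ug/ml poly(dI-dC); started with 200 nM TAMRA/BHQ-2 forked duplex and 2 mM ATP. Unwinding read as fluorescence (525/598 nm), two reads 2 h apart.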
TexasRed fluor = counter-screen for TRb-SRC2 inhibitors: fluorescence interference; Potency, µM (series often up to 106 µM), for inactives: at the top dose fluorescence change, negative = quenching; TRb/SRC2 Texas Red total fluorescence interference; AID 1479; 280,000 tested, 0.29% active; active = well fitted curve in either direction with a large enough effect; inconclusive = small, poorly fitted or top-dose-only effect
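Human TRb ligand-binding domain at 0.6 uM with 20 nM Texas Red SRC2 peptide in Tris buffer containing 1 uM T3 and 5% DMSO, incubated with compound 5 h at ambient temperature. Total fluorescence (555/632 nm) calculated as parallel + 2 × perpendicular.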
GoLoco inh red = RGS12 GoLoco-Gai1 interaction inhibition; P63096; Gai1:RGS12 GoLoco peptide FP, rhodamine, 10 min; Potency, µM (doses to about 61.6 µM), for the others: at the highest dose activity, negative = inhibition, actives largely listed as inhibitors; 230,000 tested, 0.44% active; AID 880; active = well fitted inhibition curve with a large enough effect, not every such curve was filed as active; inactive = no such curve, though single readings can be large or run the other way; note: nearly all actives have a fitted effect of over 30% in size; many of its hits are not listed in these tables
Target sequence (P63096 whole entry, looked up): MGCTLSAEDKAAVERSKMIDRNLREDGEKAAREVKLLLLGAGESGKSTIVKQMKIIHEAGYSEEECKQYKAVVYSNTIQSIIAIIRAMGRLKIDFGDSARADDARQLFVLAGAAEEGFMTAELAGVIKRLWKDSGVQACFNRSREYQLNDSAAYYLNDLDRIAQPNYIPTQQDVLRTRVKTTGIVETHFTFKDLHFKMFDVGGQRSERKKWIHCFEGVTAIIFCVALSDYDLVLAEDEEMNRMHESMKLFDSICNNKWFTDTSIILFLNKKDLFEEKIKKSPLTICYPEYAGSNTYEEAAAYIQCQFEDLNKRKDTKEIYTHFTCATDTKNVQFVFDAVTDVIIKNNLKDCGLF
An asterisk follows results filed as active; i = inactive; u = inconclusive; x = not tested or not shown; & = joins results of further samples; [ ] = remark or other dose. Unless noted, calls come from the whole dose curve; as a rule, active = well fitted curve in the direction sought with a large enough effect; inconclusive = small, poorly fitted or top-dose-only effect, or another doubt; inactive = no such curve, though single readings can be large; an effect the other way counts as inactive or inconclusive. Unless noted, % is set by controls: 0 for no effect and ±100 for the full control effect; potency is the fitted concentration of half-maximal effect. An excerpt; the hit share may differ from the screen's.

item	Compound	Tau fibril ThT	Tau fibril FP	L3MBTL1 inh	JMJD2E inh
1	CC(O)c1nc2ccc(Cc3ccc4nc(C(C)O)[nH]c4c3)cc2[nH]1 (stereo unspecified)	17%	-3%	2%	6%
2	COC(=O)C(CCSC)NC(=O)C(NC(=O)C1CCC(C)CC1)C(C)C (stereo unspecified)	-2%	-7%	7%	3%
3	CCOc1cc(/C=N/NC(=O)CN(CCc2ccccc2)S(=O)(=O)c2ccc(NC(C)=O)cc2)ccc1O	u	15%	-10%	u
4	CCOC(=O)C1CCCN(S(=O)(=O)c2ccc(F)c(C(=O)Nc3ccc(F)c(F)c3)c2)C1 (stereo unspecified)	0%&-11%	-10%&-8%	x	0%
5	Cc1cc(NC(=O)COC(=O)COc2ccc3c(c2)CCC3)no1	-11%	8%	0%	5%
6	O=C(c1cc2cc([N+](=O)[O-])ccc2oc1=O)n1cccn1	6%	2%	40µM*	-10%
7	O=C(c1cccs1)c1cn(CCOc2ccccc2Cl)c2ccccc12	5%	u	x	x
8	O=C(COC(=O)C1CCC1)Nc1ccc(Oc2ccccc2)cc1	u	-12%	x	2%

item	TRb-SRC2 inh	RECQ1 inh	TexasRed fluor	GoLoco inh red
1	-2%	i	-3%	2%
2	6%	6%	1%	4%
3	-2%	-5%	-1%	2%
4	-3%&0%	i	-2%&-4%	5%
5	-7%	-14%	1%	-5%
6	-4%	i	-2%	-3%
7	-2%	x	-1%	x
8	-6%	-7%	-4%	-26%

Other structures follow.
item	Compound	Tau fibril ThT	Tau fibril FP	L3MBTL1 inh	JMJD2E inh
9	Cc1ccc(S(=O)(=O)NCc2ccc(C(=O)NCCc3cccc(C)c3)cc2)cc1	u	-12%	x	x
10	COc1ccccc1OCC(O)CO (stereo unspecified)	1%&0%	-8%&-1%	-2%	1%&-6%
11	CC1(C)CC(=O)C2=C(C1)Nc1cc3c(cc1C2c1ccc2c(c1)OCO2)OCO3 (stereo unspecified)	u	9%	x	u
12	COc1ccc(Cl)cc1CNCCSc1nnnn1C	-12%	-2%	x	x
13	CCCCOc1c(C(=O)Nc2ccccc2)nnn1-c1ccccc1	-16%	4%	29%	3%
14	C=CCn1c(C)cc(C(=O)CSc2n[nH]c(N)n2)c1C	-6%	0%	x	-1%
15	COc1cc(OC)cc(-n2nnnc2SCC(=O)Nc2nc3c(s2)CCCC3)c1	u	-7%	x	1%
16	CSc1nncc(/C(C)=N\Nc2ccccc2)n1	2.8µM*	-3%	3%	-19%

item	TRb-SRC2 inh	RECQ1 inh	TexasRed fluor	GoLoco inh red
9	-8%	x	-4%	x
10	1%&1%	-5%	-1%&-1%	12%&-3%
11	-3%	-20%	0%	2%
12	5%	x	3%	x
13	0%	-7%	0%	1%
14	-1%	-9%	-9%	8%
15	4%	i	3%	8%
16	-1%	-1%	1%	-8%

At a glance, part of the list above.
item	Compound	Tau fibril ThT	Tau fibril FP	L3MBTL1 inh	JMJD2E inh
10	COc1ccccc1OCC(O)CO (stereo unspecified)	1%&0%	-8%&-1%	-2%	1%&-6%
11	CC1(C)CC(=O)C2=C(C1)Nc1cc3c(cc1C2c1ccc2c(c1)OCO2)OCO3 (stereo unspecified)	u	9%	x	u
12	COc1ccc(Cl)cc1CNCCSc1nnnn1C	-12%	-2%	x	x
13	CCCCOc1c(C(=O)Nc2ccccc2)nnn1-c1ccccc1	-16%	4%	29%	3%

item	TRb-SRC2 inh	RECQ1 inh	TexasRed fluor	GoLoco inh red
10	1%&1%	-5%	-1%&-1%	12%&-3%
11	-3%	-20%	0%	2%
12	5%	x	3%	x
13	0%	-7%	0%	1%

Following part
item	Compound	Tau fibril ThT	Tau fibril FP	L3MBTL1 inh	JMJD2E inh
17	CC1(C)CC(=O)C/C(=N\NC(=O)Cc2ccccc2)C1	2%	5%	4%	-5%
18	CC(C)OCC(O)CN1CCN(CC(O)COc2ccc3c(c2)OCO3)CC1 (stereo unspecified)	1%	-5%	-15%[11.4 µM]	2%
19	O=C(CSc1nc(N2CCCCC2)nc(N2CCCCC2)n1)N1CCc2ccccc21	-4%	9%	x	1%
20	COCC(=O)N1CCc2nc(-c3ccccc3)c3c(c2C1)CO[C@@H](C)C3	0%[11.5 µM]	0%[11.6 µM]	x	9%[11.4 µM]
21	COc1cccc2c1Oc1ncccc1N(c1ccc(C(=O)NCc3ccccc3Cl)s1)C2	3%	-3%	x	x
22	[N-]=[N+]=Nc1ccc(C(=O)CSC[C@H](NC(=O)CC[C@H](N)C(=O)O)C(=O)NCC(=O)O)cc1	-11%	8%	x	-1%
23	CCCNC(=O)c1ccc2c(c1)ncn2-c1ccccc1OC	-8%	2%	5%	-9%
24	Cc1nnc(SCC(=O)NC2CC2)n1CCc1ccccc1	2%	-2%	2%	-7%

item	TRb-SRC2 inh	RECQ1 inh	TexasRed fluor	GoLoco inh red
17	-1%	-16%	-1%	1%
18	-8%	i	3%	12%
19	-2%	i	0%	5%
20	3%[11.2 µM]	i[11.5 µM]	-15%[11.2 µM]	6%[14.2 µM]
21	3%	x	-1%	x
22	-1%	-5%	1%	4%
23	-6%	-16%	7%	16%
24	-16%	-4%	-1%	3%

Whole records, looked up by structure. Values in the order: Tau fibril ThT | Tau fibril FP | L3MBTL1 inh | JMJD2E inh | TRb-SRC2 inh | RECQ1 inh | TexasRed fluor | GoLoco inh red
O=C(c1cc2cc([N+](=O)[O-])ccc2oc1=O)n1cccn1 is entered as 6% | 2% | 40µM* | -10% | -4% | i | -2% | -3%
O=C(COC(=O)C1CCC1)Nc1ccc(Oc2ccccc2)cc1 is entered as u | -12% | x | 2% | -6% | -7% | -4% | -26%
O=C(CSc1nc(N2CCCCC2)nc(N2CCCCC2)n1)N1CCc2ccccc21 is entered as -4% | 9% | x | 1% | -2% | i | 0% | 5%

The results go on.
item	Compound	Tau fibril ThT	Tau fibril FP	L3MBTL1 inh	JMJD2E inh
25	COc1ccc2cc(C(=O)NCc3ccccc3)c(=Nc3ccc(C(=O)O)cc3)oc2c1	u	9%	x	u
26	Cc1ccc(NC(=O)c2ccc(-c3nn(C)c(=O)c4ccccc34)cc2)cc1	-7%	-8%	x	-1%
27	CCN(CC)C(=O)C1CCN(S(=O)(=O)c2c(C)noc2/C=C/c2cccc(OC)c2)CC1	-15%	5%	x	x
28	C/C(=N\NC(=O)CSCc1ccccc1Cl)c1cc(O)ccc1O	u	u	-29%	4.5µM*
29	CCN1CCN(C(=O)c2cc3c(=O)n4ccccc4nc3n2Cc2ccccc2)CC1	-11%	5%	-1%	u
30	Cc1ccnc2nc(C(=O)NC3=NCCS3)nn12	-8%	2%	-1%	10%
31	Cc1ccccc1CNC(=O)c1ccccc1NS(C)(=O)=O	-2%	-6%	-4%	-14%
32	C/C(=N\Nc1ccc([N+](=O)[O-])cc1)c1ccc(-n2nncc2C(C)(C)C)cc1	u	9%	8%	1%

item	TRb-SRC2 inh	RECQ1 inh	TexasRed fluor	GoLoco inh red
25	7%	-1%	-3%	-9%
26	-4%	i	-3%	5%
27	3%	x	-1%	x
28	0%	22%	-6%	2%
29	7%	9%	-2%	4%
30	-4%	-9%	1%	2%
31	-6%	i	0%	17%
32	1%	-2%	-1%	4%

Carrying on.
item	Compound	Tau fibril ThT	Tau fibril FP	L3MBTL1 inh	JMJD2E inh
33	C=CCN1C(=NC(=O)CCCC(=O)O)SC2CS(=O)(=O)CC21 (stereo unspecified)	3%	-7%	6%	3%
34	O=C1CC(c2ccc(F)cc2)c2cc3c(cc2N1)CCC3 (stereo unspecified)	-12%	10%	-6%	3%
35	CC(C)c1ccccc1NC(=O)c1cccc(NC(=O)c2ccccc2)c1	-17%	5%	x	-2%
36	O=C(Nc1ccc(OCc2cc(=O)n3ccsc3n2)cc1)c1ccc(F)cc1	u	-10%	x	x
37	CCCn1cc(C(CC(=O)O)C(=O)O)c2ccccc21 (stereo unspecified)	1%	-3%	x	u
38	COc1ccc(NC(=O)C(OC(=O)c2ccc([N+](=O)[O-])o2)c2ccccc2)cc1Cl (stereo unspecified)	-1%	u	-22%	0%
39	COc1c(C)cc(Br)cc1C(=O)NC(=S)Nc1ccc(Cl)c(C(=O)O)c1	u	-10%	x	7%
40	Cc1nc(C)n(CC(=O)N2CCCC(C(=O)c3cccc4ccccc34)C2)n1 (stereo unspecified)	-7%	6%	1%	-9%

item	TRb-SRC2 inh	RECQ1 inh	TexasRed fluor	GoLoco inh red
33	-2%	i	0%	6%
34	-1%	-2%	0%	3%
35	1%	i	-5%	11%
36	3%	x	0%	x
37	6%	-10%	-1%	9%
38	-8%	1%	1%	0%
39	-1%	-2%	-3%	2%
40	-3%	-6%	-4%	5%

Next section:
item	Compound	Tau fibril ThT	Tau fibril FP	L3MBTL1 inh	JMJD2E inh
41	Nc1nonc1C(=O)OCC(=O)c1ccc(Cl)cc1	-3%	5%	13%	12%
42	Cc1cccc(NC(=O)CSc2ccc(-c3sc(-c4ccccc4)nc3C)nn2)c1C	u	-17%	x	x
43	CCc1ccc(NC(=O)CC2C(=O)N(c3ccc(Cl)cc3)C(=O)N2Cc2ccco2)cc1 (stereo unspecified)	-3%	u	x	x
44	COc1ccc(N2C(=O)/C(=C/c3cccs3)NC2=S)cc1	22µM*	u	-1%	0%
45	COc1cccc(C(=O)Nc2nc(C)cs2)c1	-7%	0%	4%	2%
46	CCOC(=O)c1c(-c2cccc(C)c2)csc1NC(=O)c1c(-c2ccccc2)noc1C	4%	-3%	-4%	5%
47	O=C(Cc1ccccc1)NC1CCN(C(=O)NCc2ccccc2)CC1	4%	-1%	x	4%
48	CC1(C)C2([N+](=O)[O-])CN3CC1([N+](=O)[O-])CN(C2)C31CCCC1	-3%	-4%	7%	-1%

item	TRb-SRC2 inh	RECQ1 inh	TexasRed fluor	GoLoco inh red
41	-1%	-1%	3%	8%
42	-2%	x	0%	x
43	6%	x	-3%	x
44	2%	-1%	1%	-14%
45	-2%	9%	-4%	4%
46	12%	6%	5%	85%[activator]
47	2%	-9%	-5%	0%
48	-2%	-2%	-2%	5%

Screens as filed in PubChem.
